# Furin inhibitor – human furin inhibition; P09958; purified furin, fluorogenic substrate cleavage; inhibition, % at 30 µM; actives 0.061% (n = 220,000); AID 463115; in the data active = inhibition above about 25%; note: inactives centre near -15
# Target sequence (P09958 108-714 limits assumed): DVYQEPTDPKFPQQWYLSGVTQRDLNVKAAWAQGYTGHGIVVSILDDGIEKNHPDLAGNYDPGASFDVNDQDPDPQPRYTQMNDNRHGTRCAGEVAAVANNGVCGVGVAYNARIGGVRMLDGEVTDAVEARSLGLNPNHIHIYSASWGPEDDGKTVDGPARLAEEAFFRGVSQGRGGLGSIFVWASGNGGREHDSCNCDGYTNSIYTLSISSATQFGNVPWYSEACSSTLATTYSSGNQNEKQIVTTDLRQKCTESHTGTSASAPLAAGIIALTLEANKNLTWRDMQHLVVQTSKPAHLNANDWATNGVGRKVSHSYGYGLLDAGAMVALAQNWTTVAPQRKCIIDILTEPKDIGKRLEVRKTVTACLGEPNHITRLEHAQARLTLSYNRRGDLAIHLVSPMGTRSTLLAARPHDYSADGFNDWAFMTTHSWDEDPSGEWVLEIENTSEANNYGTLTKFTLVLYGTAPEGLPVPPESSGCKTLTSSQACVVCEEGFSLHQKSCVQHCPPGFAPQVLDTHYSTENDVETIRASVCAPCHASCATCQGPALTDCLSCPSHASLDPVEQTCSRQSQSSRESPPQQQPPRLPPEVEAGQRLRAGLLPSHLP
# m-calpain inh – inhibitors of pig calpain II; purified calpain II, fluorogenic peptide substrate, 30 min; inhibition, % at 16 µM; actives 0.37% (n = 220,000); AID 1236;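 active = inhibition above about 50%, limit read from the data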
# PPC-1+TRAIL kill – kills PPC-1 cancer cells in the presence of TRAIL; cell killing (% activity), % at 4 µM; PPC-1 cells + TRAIL, ATPLite viability luminescence; AID 1443; actives 0.41% (n = 220,000);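 active = cell killing above 50% in the first pass at 4 µM, then a duplicate retest at 5 µM averaging 50% or more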;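 note: plate controls were cells with TRAIL plus DMSO for no effect and medium-only wells lacking cells for full effect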
# EBV gp42 block – EBV gp42 inhibition | actives 0.42% (n = 220,000) | inhibition, % (tested at 21.74 µM) | Q1HVG2 | Fluorescence polarization binding assay, mP read-out; in the data active = inhibition above about 50%
# Target sequence (Q1HVG2 whole entry, looked up): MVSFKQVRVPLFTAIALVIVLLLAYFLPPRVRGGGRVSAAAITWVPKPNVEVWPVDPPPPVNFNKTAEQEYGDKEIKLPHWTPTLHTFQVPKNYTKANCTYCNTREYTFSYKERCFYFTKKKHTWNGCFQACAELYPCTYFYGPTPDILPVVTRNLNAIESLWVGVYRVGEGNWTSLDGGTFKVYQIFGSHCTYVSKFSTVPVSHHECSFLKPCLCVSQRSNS
# thrombin 1536 – inhibitors of human thrombin | P00734 | alpha-thrombin, Boc-VPR-AMC fluorogenic substrate cleavage | inhibition, % at 5 µM | actives 0.26% (n = 220,000);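 active = inhibition at or above 40%; inactive = inhibition below 40%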;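 note: 0% = enzyme with no compound and 100% = wells without enzyme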
#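 System: Human alpha-thrombin protein | Medium: pH 7.5 Tris (50 mM) with NaCl 150 mM, Tween 20 0.05% | Times: Enzyme reaction carried out at room temperature | Detection: AMC fluorescence, 355/460 nm | Evaluation: Percent inhibition scaled between no-compound controls and no-enzyme blanks | Benchmarks: Enzyme without compound as high, wells lacking enzyme as low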
# KCC2 mod – KCC2 (human) Cl- transport modulation. Q9H2X9. KCC2 cells, thallium flux FluoZin-2 fluorescence. B-score of Tl+ flux slope (higher = more flux/activation; lower = inhibition) at 10 µM. actives 2.2% (n = 190,000). AID 1456;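 active = thallium flux slope and its plate-corrected score both differing from the plate sample mean at a set confidence after two filtering rounds, in either direction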;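 note: slope of fluorescence scaled to starting intensity during 10 to 20 s after thallium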
# TRPN1 ag – agonists of zebrafish TRPN1 channel. HEK293 zebrafish TRPN1-YFP, Fluo-8 calcium fluorescence; 100% = response to 87 µM carbachol. activation, % at 3 µM. actives 0.18% (n = 220,000);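 active = activation above its plate's cutoff, the mean activation of test wells on that plate plus 3 SD, cut at about 19% in these data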;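 note: 0% = DMSO alone and 100% = 87 µM carbachol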
#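 Material: zebrafish TRPN1-YFP in HEK293 cells; Doses: single test compound dose, 3 µM nominal, 0.3% DMSO; Timing: dye loading 1 h at 37 °C, then 30 min room temperature; Technique: intracellular calcium fluorescence with Fluo-8; Benchmarks: high carbachol 87 µM, low DMSO alone.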
# TbHK1 inh – T. brucei hexokinase 1 inhibition | recombinant TbHK1, G6PDH-coupled NADH A340 | inhibition, % at 10 µM | actives 0.11% (n = 220,000);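 active = inhibition of 50% or more in the single-dose primary screen; inactive = inhibition below 50%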
# TRPML3 ag – human mucolipin-3 channel agonism; Q8TDD5; HEK293 TRPML3-YFP, Fluo-8 calcium fluorescence; 100% = the carbachol control signal; activation, % at 3 µM; actives 0.29% (n = 220,000); AID 1448;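 active = activation above its plate's cutoff, the mean activation of the plate's test wells plus 3 SD, cut at about 12% in these data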;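 note: 0% = DMSO only wells and 100% = carbachol wells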
#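 Material: TRPML3-YFP stable HEK293 cells | Dosing: One concentration, 3 µM nominal, 0.3% DMSO | Timing: 125 s total fluorescence read per well | Technique: Fluo-8 calcium dye fluorescence, ex 470-495, em 515-575 nm | Measure: Percent activation from peak-to-basal fluorescence ratio, scaled between DMSO and carbachol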
# * hit, by the source's call; i = inactive; . = not tested or not shown; [ ] = another dose, or the depositor's remark.
SMILES,Furin inhibitor,m-calpain inh,PPC-1+TRAIL kill,EBV gp42 block,thrombin 1536,KCC2 mod,TRPN1 ag,TbHK1 inh,TRPML3 ag
Cc1ccc(C(=O)/C=C/Nc2ccc3c(c2)OCO3)cc1,-16.0[20 µM],-5.3,49.6,-36.7,-1.2,.,1.2,-1.8,-0.3
O=C(NC1CCCC1)c1ccc(CS(=O)(=O)c2ccc(Br)cc2)o1,-12.8,5.4,1.4,-9.7,-8.5,-0.0675,0.5,-2.9,0.3
C/C(=N\N1CCN(Cc2ccc(Cl)cc2)CC1)c1ccc(F)cc1,-25.5,-3.8,-8.1,-15.0,-0.5,0.354,0.3,-8.9,0.5
Cn1c(=O)c2cn(-c3cccc4ccccc34)cc2n(C)c1=O,.,-16.4,17.0,-17.8,-6.1,.,.,.,.
CC(C(=O)Nc1ccccc1-c1ccccc1)N1CCN(Cc2ccccc2)CC1 (stereo not drawn),-16.9,-7.5,16.7,2.9,-6.2,-1.7,-3.2,-12.6,0.0
Oc1ccccc1-c1nc(NCCN2CCOCC2)c2ccccc2n1,-13.7,9.2,16.6,9.1,1.2,.,4.5,-19.9,0.3
CCC(C)NC(=O)c1cc(C)no1 (stereo not drawn),-13.5[20 µM],-17.9,17.4,-23.9,-3.7,-0.218,0.3,-0.2,1.1
CCOC(=O)c1c(NC(=O)c2nc3n(n2)C(C(F)F)CC(C)N3)sc2c1CCCC2 (stereo not drawn),-2.4,-77.3,11.9,-0.6,-4.2,.,0.9,-7.4,0.3
CN1CCc2nc(SCCOc3ccccc3)c(C#N)cc2C1,-20.8[20 µM],13.6,-7.4,-50.9,3.0,-0.627,-0.6,-2.8,0.2
CCOc1ccc(N/C(SCc2cccc([N+](=O)[O-])c2)=C(/C#N)C(N)=O)cc1,-12.3,1.7,-18.3,4.7,-5.6,0.771,-0.5,-12.0,-1.4
COc1cc(OC)c(NC(=O)c2cccc(F)c2)cc1Cl,-17.1,18.2,19.0,-0.6,-0.7,0.132,-0.4,-2.0,0.1
COc1ccc(OCCSc2nnc3c(Cl)cc(Cl)cn23)cc1,-10.0,16.2,9.2,-23.8,-1.3,-0.201,-0.8,0.9,0.3
Cc1ccc2nc(/C(C#N)=C\c3ccc(N4CCCCC4)c([N+](=O)[O-])c3)[nH]c2c1,-9.7[20 µM],-21.0,13.2,12.9,7.3,1.38,-0.7,-10.5,0.8
O=S(=O)([N-]c1nc2ccccc2nc1-[n+]1ccccc1)c1ccc(F)cc1,-21.1,-20.2,-8.4,2.0,-1.0,-0.46,1.9,-10.1,0.9
Cc1onc(-c2cccc(Cl)c2Cl)c1C(=O)O/N=C(\N)c1ccc([N+](=O)[O-])o1,-11.2,-3.1,10.3,6.1,-6.5,-4.89*,-1.0,-30.5,0.3
COC(c1ccccc1)c1nnc(CCC(=O)N2CCN(CCOc3ccccc3)CC2)o1 (stereo not drawn),-12.4,-22.1,-8.8,-2.5,-6.5,0.278,2.2,-4.2,0.9
COc1ccc(S(=O)(=O)NCCSCc2ccco2)cc1OC,-7.2[20 µM],-126.1,2.8,-7.4,-4.4,0.0816,-0.5,5.6,0.5
COc1ccc(C(=O)NNC(=O)CNC(=O)C2CCCCC2)cc1,-20.3,-20.2,-1.7,-11.3,-5.0,.,0.5,-4.2,0.6
C#CCOCCOCCOCCNc1nc(N2CCN(C(=O)[C@H]([C@@H](C)O)n3cc(CCCCN)nn3)CC2)nc(N2CCN(C(=O)[C@H](C)n3cc(CCCN=C(N)N)nn3)CC2)n1,-7.5,-13.5,9.6,-2.1,23.1,-0.585,0.5,-1.6,0.3
CCOc1ncccc1C(=O)N1CCN(C(=O)c2ccccc2)CC1,-20.6,-13.4,12.5,-3.5,-3.1,.,1.2,4.2,0.3

# As entered above.
# In PPC-1+TRAIL kill, O=S(=O)([N-]c1nc2ccccc2nc1-[n+]1ccccc1)c1ccc(F)cc1 is listed with -8.4
# In TRPML3 ag, COc1ccc(OCCSc2nnc3c(Cl)cc(Cl)cn23)cc1 is listed with 0.3
# In PPC-1+TRAIL kill, C#CCOCCOCCOCCNc1nc(N2CCN(C(=O)[C@H]([C@@H](C)O)n3cc(CCCCN)nn3)CC2)nc(N2CCN(C(=O)[C@H](C)n3cc(CCCN=C(N)N)nn3)CC2)n1 is listed with 9.6
# In KCC2 mod, CN1CCc2nc(SCCOc3ccccc3)c(C#N)cc2C1 is listed with -0.627
# In PPC-1+TRAIL kill, Cn1c(=O)c2cn(-c3cccc4ccccc34)cc2n(C)c1=O is listed with 17.0

# Later entries.
SMILES,Furin inhibitor,m-calpain inh,PPC-1+TRAIL kill,EBV gp42 block,thrombin 1536,KCC2 mod,TRPN1 ag,TbHK1 inh,TRPML3 ag
COc1cccc(CNC(=O)C(=O)NCC(c2ccco2)N2CCOCC2)c1 (stereo not drawn),-20.6,-11.7,5.0,-2.5,-14.3,0.661,1.7,-1.2,0.7
CC(=O)CSc1ncnc2c1cnn2-c1ccccc1,-1.1,29.6,13.3,4.5,14.4,-1.16,1.3,0.2,0.7
COc1cc(C(=O)Oc2cc(C)[nH]c(=O)c2[N+](=O)[O-])cc(OC)c1OC,-13.3,-12.0,8.4,-3.8,-1.0,1.09,0.0,-11.8,1.1
COC(=O)CC1COc2ccccc2N1C(=O)c1cccc(C(F)(F)F)c1 (stereo not drawn),-13.9,21.3,9.1,-13.0,4.4,-1.23,-1.9,-2.0,0.1
CCc1ccc(N2CC(O)=C(c3nc4ccccc4c(=O)[nH]3)C2=N)cc1,-15.8,-16.4,10.9,4.7,7.1,-0.548,-1.3,-12.9,-0.7
CCC1CCCCN1C(=O)c1ccccc1OC1CCN(S(C)(=O)=O)CC1 (stereo not drawn),-0.9,24.4,27.5,6.4,1.3,-0.017,1.1,4.2,0.8
Nc1c(C(=O)NCc2ccco2)nnn1CC(=O)Nc1ccccc1,-23.5[20 µM],-16.9,3.8,-5.0,-4.6,1.55,-0.7,-2.9,0.8
Fc1ccc(-n2cc(CNCCc3ccncc3)c(-c3ccccc3Cl)n2)cc1,-3.3,38.7,7.5,16.9,-13.7,.,0.8,12.8,0.3
Cc1nc2ccccn2c1C(=O)/C=C/c1cccc([N+](=O)[O-])c1,-8.0,13.2,21.9,10.9,-0.9,0.0348,0.3,-7.8,0.6
O=c1oc2ccccc2c(O)c1/C=C1\C=Nc2ccccc21,-4.5[20 µM],1.3,19.0,9.9,4.8,-2.14,4.2,23.2,0.9
COC(=O)c1ccc(-n2nnnc2SC)cc1,-31.9[20 µM],-14.3,8.8,-19.4,-0.7,-0.0712,0.4,7.3,1.2
CCOC(=O)C1(S(=O)(=O)c2ccc(Cl)cc2)CCN(Cc2ccc(Cl)cc2)CC1,-20.7[20 µM],16.0,-3.8,-5.7,23.9,-1.67,-0.4,-1.2,-0.7
CCOCCCNc1nc2nc3ccc(C)cn3c(=O)c2cc1C(=O)NCC1CCCO1 (stereo not drawn),-118.6,i,.,-11.2,-40.8,0.161,0.9,-1.0,-0.2
COc1ccc(-c2noc(CN(C(=O)c3c(-c4ccccc4Cl)noc3C)C(C)C)n2)cc1,-15.0[20 µM],21.2,15.3,-2.3,-2.0,-0.408,-0.1,-11.7,0.3
CC(=O)c1c(C(=O)O)[nH]c(C(=O)O)c1C,-25.9,-3.2,-11.4,-5.5,1.1,0.366,0.2,2.0,2.0
O=C(C(=O)N1CCN(c2ccccc2)CC1)c1c[nH]c2ccccc12,-14.4,21.5,13.2,-7.7,-0.3,-0.34,0.0,-14.2,0.7
C=CCn1c(Sc2ncc([N+](=O)[O-])s2)n[nH]c1=O,-16.4,21.3,13.6,-19.4,-5.7,-3.48,-0.1,-26.8,0.0
Cc1ncc([N+](=O)[O-])n1CC(=O)Nc1ccccc1,-5.1,9.3,6.1,-12.5,.,0.482,0.2,-16.1,1.0
COc1ccccc1S(=O)(=O)Cc1ccc(C(=O)N2CCOCC2)o1,-25.4,9.0,.,-1.2,-3.9,0.0501,1.0,2.7,0.4
O=C(CN1CCN(C(=O)c2ccco2)CC1)Nc1ccc(Cl)c(S(=O)(=O)N2CCOCC2)c1,-14.9,10.3,2.7,-1.0,13.8,0.489,2.9,9.7,0.8

# Results in TRPML3 ag (two entries from above):
canonical_smiles	TRPML3 ag
CC(=O)CSc1ncnc2c1cnn2-c1ccccc1	0.7
COc1ccc(S(=O)(=O)NCCSCc2ccco2)cc1OC	0.5

# Additional structures follow:
SMILES,Furin inhibitor,m-calpain inh,PPC-1+TRAIL kill,EBV gp42 block,thrombin 1536,KCC2 mod,TRPN1 ag,TbHK1 inh,TRPML3 ag
O=C(NC1CCCCCC1)C1c2ccccc2C(=O)N1Cc1cccnc1 (stereo not drawn),-7.5[20 µM],-22.1,11.7,-9.8,1.6,.,-0.1,6.4,-0.7
COc1cccc(OCC(=O)NNC(=O)c2ccc(-c3ccccc3)cc2)c1,-0.5[20 µM],-41.2,12.1,7.7,1.4,-1.02,-0.7,-13.9,-0.1
O=S(=O)(NCc1ccco1)c1ccc(Cl)nc1,-24.1,-4.6,19.5,-1.6,-1.3,0.00105,-0.8,0.8,0.2
COCCCn1c(C)csc1=Nc1cccnc1,-19.9,-2.6,12.6,-0.8,-3.1,0.226,1.7,5.7,0.6
N#Cc1cnn2c1nc(N1CCCCC1)c1ccccc12,-14.1[20 µM],-435.7,21.9,5.1,-1.5,-0.323,1.4,-3.1,-0.5
NS(=O)(=O)c1ccc(CCNC(=O)C(=O)NCC2OCCN2C(=O)c2ccc3c(c2)OCO3)cc1 (stereo not drawn),-36.1,-25.0,-5.5,1.2,-2.3,1.51,-0.5,-3.9,0.9
O=C(c1cnc2sccn2c1=O)N1CCc2ccccc2C1,-19.1[20 µM],13.0,7.8,-5.6,-1.0,0.341,1.1,-27.7,0.1
COc1ccc2[nH]cc(C(=O)CN3CCCCC3)c2c1,-20.2,-24.7,6.2,-15.6,3.0,0.702,1.1,-2.4,0.3
OCCCNC(=S)Nc1ccc(Br)cc1Cl,-16.9,19.8,15.8,-4.5,-2.5,-0.331,1.2,-4.5,0.5
O=C(CN1CCN(c2ccc(Cl)cc2)CC1)NCc1ccccc1,-22.3,5.9,-11.7,-21.1,0.6,-0.354,0.8,-6.8,2.0
COc1cc(/C=N/NC(=O)c2sc3nc(C)cc(C)c3c2N)ccc1O,-21.2,-116.9,22.9,-17.9,-2.6,0.352,1.0,-24.0,0.8
CCOc1ccc(S(=O)(=O)N(C)c2ccc(OCC(=O)N3c4ccc(C)cc4C4CN(C)CCC43)cc2)cc1 (stereo not drawn),-11.3,10.9,-3.3,2.6,7.6,-0.322,0.9,-11.0,0.8

# Source: PubChem BioAssay
